# bovine MsrA act – bovine MsrA enzyme activators, primary screen, biochemical, absorbance, HTS; activation, % at 10.6 µM; purified bovine MsrA, absorbance read-out; AID 602163, 2012; Methionine sulfoxide reductase A (Bos taurus); hit rate 0.3% among 360,000; in the data active = activation above about 7.5%;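 also: 0% = vehicle and 100% = reference activator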
# MsrA inh – bovine MsrA enzyme inhibitors, primary screen, biochemical, absorbance, HTS; purified bovine MsrA, absorbance read-out; AID 651718, 2012; Methionine sulfoxide reductase A (Bos taurus); inhibition, % at 15.5 µM; hit rate 0.75% among 360,000; in the data active = inhibition above about 4.5%;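 also: 0% = vehicle wells with enzyme and 100% = reference inhibitor wells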
# PABP1 MLLE inh – inhibitors of PABP1 MLLE–PAM2 peptide binding, primary screen, biochemical, fluorescence polarization, FITC-PAM2, GST-MLLE; Polyadenylate-binding protein 1 (Homo sapiens), P11940; inhibition, % at 20 µM; hit rate 0.36% among 360,000; AID 588489, 2011; in the data active = inhibition above about 35%, passing the limit was not always enough;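 also: plate controls were DMSO wells with GST-MLLE for no effect and wells lacking GST-MLLE protein for full effect; some results filed as inactive read as strong as hits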
# FAS TE block – FAS thioesterase domain inhibitors, primary screen, biochemical, fluorescence intensity, uHTS. hit rate 0.67% among 360,000. recombinant FAS-TE, OMFH fluorogenic substrate, fluorescence endpoint. Fatty acid synthase (Homo sapiens), P49327. inhibition, % at 15 µM;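 active = compounds whose normalised, plate-corrected inhibition of enzyme fluorescence in the single-dose primary screen is 50% or more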;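 also: 0% = DMSO with enzyme and 100% = substrate without enzyme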
# CSN inh – inhibitors of CSN-mediated cullin deneddylation, primary screen, biochemical, fluorescence polarization, uHTS. COP9 signalosome complex subunit 5 (Homo sapiens), Q92905. Purified CSN, SCF-Nedd8-OG deneddylation. inhibition, % at 12.5 µM. hit rate 0.38% among 360,000. AID 651999, 2013;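 active = pattern-corrected inhibition above about 35%, with an unprinted fluorescence ratio check between 0.5 and 1.5, limit read from the data, passing the limit was not always enough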;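 also: 0% = enzyme with substrate and 100% = substrate without enzyme; some results filed as inactive read as strong as hits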
#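 assay system = purified human Csn5 enzyme expressed in HEK293T cells | amount = 0.24 nM enzyme | buffer or medium = Tris/NaCl/DTT buffer, pH 7.5 | reagent = 10 nM SCFSkp2-Nedd8OG | compound = one concentration, 12.5 µM, 0.25% DMSO | times = 90 min reaction at room temperature | signal = FP | read-out basis = % inhibition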
# Rin1-Abl PPI inh – inhibitors of Rin1-Abl protein binding, primary screen, biochemical, TR-FRET | AID 588664, 2011 | Tyrosine-protein kinase ABL1 (Homo sapiens) + Ras and Rab interactor 1 (Homo sapiens), … | hit rate 0.4% among 360,000 | inhibition, % at 7.35 µM; in the data active = inhibition above about 5%, passing the limit was not always enough
# Neddylation inh – inhibitors of cullin neddylation, primary screen, biochemical, TR-FRET, uHTS, NAE and Ubc12 | NEDD8-conjugating enzyme Ubc12 (Homo sapiens) + NEDD8-activating enzyme E1 regulatory … | calls only at 25 µM | hit rate 0.58% among 360,000 | AID 651699, 2012; in the data active = inhibition above about 36%
# Target sequence (P61081 whole entry, looked up): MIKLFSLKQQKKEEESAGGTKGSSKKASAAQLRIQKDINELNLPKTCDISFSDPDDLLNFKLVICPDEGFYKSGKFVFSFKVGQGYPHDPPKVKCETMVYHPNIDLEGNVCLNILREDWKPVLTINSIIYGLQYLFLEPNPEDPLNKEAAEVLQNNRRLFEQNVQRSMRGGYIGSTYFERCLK
# Target sequence (Q13564 whole entry, looked up): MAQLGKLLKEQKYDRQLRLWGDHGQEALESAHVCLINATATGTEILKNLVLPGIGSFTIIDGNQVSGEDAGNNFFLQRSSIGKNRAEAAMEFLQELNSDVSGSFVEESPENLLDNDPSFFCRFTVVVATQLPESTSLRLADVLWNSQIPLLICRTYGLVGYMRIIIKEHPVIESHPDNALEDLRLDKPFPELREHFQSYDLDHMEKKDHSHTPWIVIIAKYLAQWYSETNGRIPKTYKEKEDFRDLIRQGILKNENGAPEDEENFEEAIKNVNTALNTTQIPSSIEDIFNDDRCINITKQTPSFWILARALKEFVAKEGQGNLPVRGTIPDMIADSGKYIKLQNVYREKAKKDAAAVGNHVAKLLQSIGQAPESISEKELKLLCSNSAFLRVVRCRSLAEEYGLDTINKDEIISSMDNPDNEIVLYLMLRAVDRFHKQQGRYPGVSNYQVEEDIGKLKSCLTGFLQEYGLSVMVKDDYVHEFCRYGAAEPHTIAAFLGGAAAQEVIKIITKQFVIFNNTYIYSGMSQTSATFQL
# eLon inh – inhibitors of E. coli Lon protease, primary screen, biochemical, fluorescence polarization; P0A9M0; purified E. coli Lon protease; inhibition, % at 7.94 µM; hit rate 0.42% among 360,000; AID 602123, 2011; in the data active = inhibition above about 13%, passing the limit was not always enough;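 also: 0% = enzyme with probe and DMSO and 100% = no enzyme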
# TbMetRS inhib – T. brucei MetRS inhibitors, primary screen, biochemical, luminescence. purified T. brucei MetRS, ATP depletion, Kinase-Glo luminescence. hit rate 0.4% among 360,000. inhibition, % at 11.9 µM. methionyl-tRNA synthetase (Trypanosoma brucei brucei);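 active = inhibition above a per-plate cutoff of the control wells' mean inhibition plus 3 SD, cut at about 5.5% in these data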;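 also: 0% = DMSO wells median and 100% = median of wells with control inhibitor compound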
#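 Assay system: T. brucei methionyl-tRNA synthetase, purified | Medium: HEPES buffer with MgCl2, KCl, DTT, spermine, BSA, pyrophosphatase | Compound: 11.9 µM single point | Incubation: 15 min enzyme-compound preincubation, 2 h reaction, 10 min detection, 25 °C | Measured by: Kinase-Glo luciferase luminescence reporting remaining unconsumed ATP | Measure: % inhibition normalized to control-well medians | Replication: Singlicate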
# Starred values were filed as active, the others as inactive; i = inactive; . = no result given.
# Preview, 14 compounds:
SMILES,bovine MsrA act,MsrA inh,PABP1 MLLE inh,FAS TE block,CSN inh,Rin1-Abl PPI inh,Neddylation inh,eLon inh,TbMetRS inhib
O=C(NC(=S)NCc1ccc(-c2nc3ccccc3s2)cc1)c1ccco1,-8,1.2,15,21,-2,-3,i,-8,-0.7
O=C(COc1cccc2cccnc12)Nc1ccccc1,0,1.7,6,1,-1,1,i,7,0.1
O=C(Nc1ccon1)c1ccc(S(=O)(=O)N2CCOCC2)cc1,-5,1.6,4,-4,5,4,i,-4,-1.1
Cc1ccc(NC(=O)Cn2c([N+](=O)[O-])cnc2C)cc1Cl,-2,0.5,-19,5,-1,1,i,13,-0.3
CN(C)C(=O)CN1c2cccc3cccc(c23)S1(=O)=O,-3,0.7,0,-3,-7,0,.,3,0.1
O=C(COC(=O)c1ccco1)Nc1nc2c(F)c(F)c(F)cc2s1,-8,-0.7,-26,3,11,-3,i,-5,-0.6
CCOc1ccc(Nc2nc(N)c3ccccc3n2)cc1,-2,0.9,8,1,4,-3,i,-3,-3.5
Fc1ccc(C2CC(c3ccc(F)cc3)n3ncnc3N2)cc1 (stereo not drawn),2,-1.4,3,-10,6,0,i,7,-0.2
Cc1ccccc1CCNC(=O)C1CCC(=O)N(Cc2ccc(Cl)cc2)C1 (stereo not drawn),5,0.2,-11,4,7,-3,i,3,0.1
CCOC(=O)c1cnc(SC2CC(=O)N(c3ccccc3)C2=O)nc1N (stereo not drawn),-5,0.5,8,-10,1,0,i,-4,-0.6
COc1cccc(NC(=O)CN(C)C(=O)CCC(=O)c2cc(C)sc2C)c1,-9,0.3,6,-1,4,1,i,-13,-0.4
CCCN(CC(=O)Nc1ccccc1OC)C(=O)c1ccc2ncsc2c1,-7,-0.9,1,0,-3,1,i,1,-0.5
Cc1cc(NC(=O)COC(=O)CSCc2ccc(Cl)c(Cl)c2)no1,-2,2.1,0,5,2,2,i,-14,0.0
Cc1cccc(NC(=O)C(c2ccccc2Cl)N2CCOCC2)c1 (stereo not drawn),-3,-1.1,-1,1,-5,8.2*,i,-6,-0.6

# This part in full, repeating the preview:
SMILES,bovine MsrA act,MsrA inh,PABP1 MLLE inh,FAS TE block,CSN inh,Rin1-Abl PPI inh,Neddylation inh,eLon inh,TbMetRS inhib
O=C(NC(=S)NCc1ccc(-c2nc3ccccc3s2)cc1)c1ccco1,-8,1.2,15,21,-2,-3,i,-8,-0.7
O=C(COc1cccc2cccnc12)Nc1ccccc1,0,1.7,6,1,-1,1,i,7,0.1
O=C(Nc1ccon1)c1ccc(S(=O)(=O)N2CCOCC2)cc1,-5,1.6,4,-4,5,4,i,-4,-1.1
Cc1ccc(NC(=O)Cn2c([N+](=O)[O-])cnc2C)cc1Cl,-2,0.5,-19,5,-1,1,i,13,-0.3
CN(C)C(=O)CN1c2cccc3cccc(c23)S1(=O)=O,-3,0.7,0,-3,-7,0,.,3,0.1
O=C(COC(=O)c1ccco1)Nc1nc2c(F)c(F)c(F)cc2s1,-8,-0.7,-26,3,11,-3,i,-5,-0.6
CCOc1ccc(Nc2nc(N)c3ccccc3n2)cc1,-2,0.9,8,1,4,-3,i,-3,-3.5
Fc1ccc(C2CC(c3ccc(F)cc3)n3ncnc3N2)cc1 (stereo not drawn),2,-1.4,3,-10,6,0,i,7,-0.2
Cc1ccccc1CCNC(=O)C1CCC(=O)N(Cc2ccc(Cl)cc2)C1 (stereo not drawn),5,0.2,-11,4,7,-3,i,3,0.1
CCOC(=O)c1cnc(SC2CC(=O)N(c3ccccc3)C2=O)nc1N (stereo not drawn),-5,0.5,8,-10,1,0,i,-4,-0.6
COc1cccc(NC(=O)CN(C)C(=O)CCC(=O)c2cc(C)sc2C)c1,-9,0.3,6,-1,4,1,i,-13,-0.4
CCCN(CC(=O)Nc1ccccc1OC)C(=O)c1ccc2ncsc2c1,-7,-0.9,1,0,-3,1,i,1,-0.5
Cc1cc(NC(=O)COC(=O)CSCc2ccc(Cl)c(Cl)c2)no1,-2,2.1,0,5,2,2,i,-14,0.0
Cc1cccc(NC(=O)C(c2ccccc2Cl)N2CCOCC2)c1 (stereo not drawn),-3,-1.1,-1,1,-5,8.2*,i,-6,-0.6
CCN(CC)CCN1C(=O)C(=O)/C(=C(/O)c2ccc(OC)cc2)C1c1ccco1 (stereo not drawn),-5,-0.6,7,-12,1,-2,i,-1,-1.8
Cc1nc2ccc(NC(=O)N3CCCCC3)cc2s1,-8,0.8,4,-4,-4,-3,i,0,-1.1
COc1ccccc1CC(=O)N1CCN(c2ccccc2)CC1,-6,-0.1,6,2,1,2,i,5,-1.0
NC(=O)C1CCCN1S(=O)(=O)c1ccc2ccccc2c1 (stereo not drawn),-13,-0.1,-4,-5,4,3,i,6,-0.7
COC(=O)c1ccc(C)c(NC(=O)c2ccc(Cn3cc([N+](=O)[O-])cn3)o2)c1,-4,0.0,5,0,-2,-1,i,-3,-0.5
Cc1ccc(S(=O)(=O)N/N=c2\sc3ccccc3n2C)cc1,-4,-0.6,16,-7,-9,-4,i,-12,0.0
CCN1CCN(c2c(Cl)cccc2NC(=O)c2ccc(Br)o2)CC1,2,-0.2,-20,16,-3,2,i,-2,-1.1
Cc1ccc(C2CC(=O)C=C(NCc3ccccc3)C2)cc1 (stereo not drawn),-2,-0.7,10,-4,7,1,i,5,0.3
COc1ccc(C(=O)COC(=O)Cn2[nH]c(=O)c3ccccc3c2=O)c(OC)c1,-12,0.4,-23,-5,3,-1,i,-19,-0.4
COc1ccc(-c2[nH]ncc2-c2cscn2)c(O)c1,-3,-0.1,4,-3,-3,3,i,-1,0.1
COc1cc(NC(=O)CN2C(=O)NC(C)(CC(C)C)C2=O)cc(OC)c1 (stereo not drawn),-5,-1.2,-10,-7,0,1,i,-4,-0.4
Cc1onc(-c2ccccc2)c1C(=O)Nc1ccc(S(=O)(=O)NC2=NCCCCC2)cc1,0,-0.6,1,2,-2,1,i,0,-0.2
Cc1onc(-c2c(F)cccc2Cl)c1C(=O)N1CCN(c2ncc(Br)cn2)CC1,-6,-1.8,-2,10,5,1,i,1,-0.7
CCSc1nc(C)c(C(C)=O)cc1C#N,0,-0.1,-3,13,5,1,i,-4,0.4
CN(Cc1cccc(F)c1)C(=O)CNS(=O)(=O)c1ccc2ccccc2c1,-1,0.7,6,-4,0,-2,i,1,0.4
Cc1ccc(C(CNS(=O)(=O)c2ccc(C)cc2)N2CCN(C)CC2)cc1 (stereo not drawn),1,-1.8,-3,-6,-2,-2,i,0,-0.5
O=C(C1CCCN1S(=O)(=O)c1ccc(Cl)c(Cl)c1)N1CCCCC1 (stereo not drawn),-4,2.8,4,-9,0,-3,i,2,-1.3
O=C(O)CCn1c(=O)oc2cc(S(=O)(=O)N3CCCC3)ccc21,-4,0.4,-1,-8,-3,-1,i,-6,-0.2
O=C(N/N=C/c1ccc(-c2ccccc2Cl)o1)c1ccccc1,-5,3.4,-3,7,5,2,i,-2,0.0
Cn1nccc1C(=O)Oc1cccc(/C=N/NC(=O)c2ccccc2O)c1,-7,1.1,-14,-1,5,-1,i,6,-0.7
COc1ccc(CNC(=O)CCS(=O)(=O)c2ccc3c(c2)CC(C)N3C(=O)C2CC2)cc1 (stereo not drawn),-3,-0.4,15,2,-4,4,i,-5,-0.9
CN(C)/C=C(/C(=O)c1ccc(Cl)cc1)n1cncn1,-3,-1.2,-8,-6,1,4,i,-6,-0.6
O=C(CC12CC3CC(CC(C3)C1)C2)Nc1c(F)cccc1F,-5,.,13,4,2,2,i,3,-0.7
CN(C)c1ccc(C(=S)N2CCCCC2)cc1,-13,1.1,-23,-6,7,-2,i,46*,-1.6
Cc1ncc(CO)c(/C=N/NC(=S)Nc2ccc(Cl)c(Cl)c2)c1O,0,-1.0,2,12,2,0,i,-2,0.5
Nc1cc(Cl)ccc1C(=O)OCC(=O)N1CCOCC1,-3,1.7,6,-4,-4,-2,.,6,-0.3
COC(=O)c1cc(Br)c(=O)n(CCc2ccccc2)c1,0,-0.4,-1,1,3,0,i,-4,2.2
CCCCCC(=O)Nc1cccc(-c2nc3ncccc3o2)c1,-8,0.1,2,-4,0,-1,.,-6,-1.8
O=C(COC(=O)/C=C/c1cccc(Cl)c1)Nc1cccc(S(=O)(=O)NC2=NCCC2)c1,-6,0.9,-3,-3,-3,2,i,-2,-0.6
CCn1c(SCC(=O)N2CCCc3ccccc32)nc2c1c(=O)n(C)c(=O)n2C,-4,-0.2,-7,0,-3,0,i,-3,-0.6
CCC(C)C(NC(=O)C(C)NC(=O)CNC(=O)OC(C)(C)C)C(N)=O (stereo not drawn),-14,0.0,3,-2,-14,4,i,-5,-2.0
O=C(COC(=O)Cc1c(F)cccc1Cl)Nc1nnc(-c2ccccc2)o1,1,0.8,-6,-5,-3,-2,i,-4,-0.4
CCN(CC)CCCN(C(=O)c1ccc(Br)cc1)c1nc(-c2ccc(OC)cc2)cs1,-2,-0.8,-3,11,-4,-1,i,-3,-0.9
CCc1ccc(N2CC(C(=O)Nc3ccc(OC)c(S(=O)(=O)N4CCOCC4)c3)CC2=O)cc1 (stereo not drawn),-1,-1.5,4,-5,0,0,i,4,-0.2
CCS(=O)(=O)n1nc(-c2ccc(Cl)cc2)nc1N,-7,-0.4,11,-6,-2,3,i,-11,-0.9
COc1ccc(C2=C/C(=C\c3cccc(OC(C)=O)c3)C(=O)O2)cc1,-12,0.0,-60,-12,3,-1,i,-8,-0.8
O=C(COC(=O)CCc1c[nH]c2ccccc12)NCc1ccccc1,-3,-0.8,-11,-4,-2,0,i,6,-0.3
Cc1ccc(-n2c(C)csc2=N)cc1,-12,-0.9,-7,-5,6,-5,i,-10,-1.9
